KCNH2 WT inh: qHTS for Inhibitors of KCHN2 3.1: Wildtype qHTS | hit rate 0.37% among 340,000 | U2OS, BacMam KCNH2, thallium flux FluxOr; hits give low values | activity change, % at 1.84 µM | AID 720551, 2013;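 active = maximum activity change below -70%; inconclusive = maximum activity change between -70% and -50%; inactive = maximum activity change above -50%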; note: % is set by controls: 0 for no effect and ±100 for the full control effect
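U2OS cells were transduced with wild-type KCNH2 virus (2.03 x 10^8 / mL) for 4 h at room temperature, then cultured overnight at 37 C. Thallium flux was read with FluxOr dye. Rate constants were normalized to DMSO controls.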
MBNL1 CUG block: qHTS Assay for Inhibitors of MBNL1-poly(CUG) RNA binding; Muscleblind-like protein 1 (Homo sapiens), Q9NR56; TR-FRET MBNL1-His/biotin-(CUG)12 binding, 665/545 ratio; Potency, µM (doses to about 57.5 µM), inactives show at the top dose activity change, negative = inhibition, most hits filed as inhibitors; hit rate 0.036% among 280,000; AID 2675, 2010; active = well fitted inhibition curve with a large enough effect in the signal ratio, with a control signal flat, not every such curve was filed as active; inconclusive = small, poorly fitted or top-dose-only effect, or effect the other way, or a change in a side signal; inactive = no such curve, though single readings can be large or run the other way; the % refers to the signal ratio; note: potency is the fitted concentration of half-maximal effect; % is set by controls: 0 for no effect and ±100 for the full control effect
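Ratiometric TR-FRET (665 over 545 nm, excitation 340 nm) tracks disruption of MBNL1-His/biotin-(CUG)12 complex after 60 min at room temperature, with compounds at 92 nM to 58 uM final.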
Coupling enz: qHTS Assay for Inhibitors of Fructose-1,6-bisphosphate Aldolase from Giardia Lamblia: Coupling assay counterscreen; AID 2472, 2010; activity change, negative = inhibition, % at 58.2 µM, hits read low; coupling enzyme system counterscreen, AmpLite Red fluorescence; hit rate 0.67% among 290,000; in the data active = activity change below about -30%; note: % is set by controls: 0 for no effect and ±100 for the full control effect
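Final compound at 57.5 uM, incubated 10 min at RT with coupling enzyme reagent (glyceraldehyde-3-phosphate), then 20 min with substrate and AmpLite Red detection. Fluorescence read at 525/598 nm; tests interference with the coupling assay, not aldolase inhibition.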
TRPV1 ag: HTS Assay for Compounds that Act as Agonists of the Vanilloid Receptor 1; activation, % at 8.33 µM; Transient receptor potential cation channel subfamily V member 1 (Homo sapiens), Q8NER1; hit rate 0.19% among 320,000; AID 540275, 2011; TRPV1-expressing cells, Fluo-8 calcium influx, agonist mode; in the data active = activation above about 80%; inconclusive = between about 30% and that limit; note: 0% is about no effect
Target sequence (Q8NER1 whole entry, looked up): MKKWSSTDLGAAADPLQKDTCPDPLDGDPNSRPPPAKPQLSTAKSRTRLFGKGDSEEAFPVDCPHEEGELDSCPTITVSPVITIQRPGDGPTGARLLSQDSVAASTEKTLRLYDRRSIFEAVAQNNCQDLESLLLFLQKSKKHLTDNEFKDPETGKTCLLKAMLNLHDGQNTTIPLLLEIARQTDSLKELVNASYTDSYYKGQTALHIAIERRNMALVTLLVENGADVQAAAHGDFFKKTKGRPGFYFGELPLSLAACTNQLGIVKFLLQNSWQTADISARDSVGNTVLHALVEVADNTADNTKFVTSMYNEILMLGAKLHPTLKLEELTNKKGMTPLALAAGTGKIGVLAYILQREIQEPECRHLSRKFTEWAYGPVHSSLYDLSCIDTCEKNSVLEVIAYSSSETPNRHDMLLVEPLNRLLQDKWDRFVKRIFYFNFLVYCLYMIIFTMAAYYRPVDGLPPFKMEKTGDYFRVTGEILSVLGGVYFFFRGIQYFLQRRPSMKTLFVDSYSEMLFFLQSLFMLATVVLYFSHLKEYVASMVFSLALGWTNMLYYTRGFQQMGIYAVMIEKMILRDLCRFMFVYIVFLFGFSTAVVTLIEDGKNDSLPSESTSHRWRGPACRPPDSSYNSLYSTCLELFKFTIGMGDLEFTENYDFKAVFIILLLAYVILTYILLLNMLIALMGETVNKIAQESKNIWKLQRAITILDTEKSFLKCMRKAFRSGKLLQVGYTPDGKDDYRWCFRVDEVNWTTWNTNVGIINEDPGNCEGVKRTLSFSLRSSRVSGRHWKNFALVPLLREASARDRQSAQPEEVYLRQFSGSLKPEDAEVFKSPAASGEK
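Cells expressing TRPV1 were dye-loaded with Fluo-8 and read kinetically: 10 s baseline, 3 min after compound (agonist portion), then 2 min after EC20 capsaicin (allosteric enhancer portion). Calcium-bound dye fluorescence at 480/520 nm.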
GALK inhibitor: qHTS Assay for Inhibitors of Human Galactokinase (GALK); P51570; Purified GALK, Kinase-Glo residual ATP luminescence; Potency, µM (series often up to 57.5 µM), for the others: top-dose activity change, negative = inhibition, hits mostly inhibitors; hit rate 0.007% among 270,000; note: potency is the fitted concentration of half-maximal effect; % is set by controls: 0 for no effect and ±100 for the full control effect
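ATP-depletion format; final 35 uM ATP, 100 uM D-galactose, 5 nM enzyme; pH 8.0 HEPES/Mg2+ buffer; 60 min RT; luminescence read 10 min after detection reagent.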
S-ASM inh: Inhibitors of Secretory Acid Sphingomyelinase (S-ASM): qHTS; Sphingomyelin phosphodiesterase (Homo sapiens), P17405; placental ASM, HMU-PC fluorogenic substrate, 60 min; Potency, µM (titrated, usually from 57.5 µM), without a hit: at the highest dose activity change, negative = inhibition, usual class: inhibitors; hit rate 0.006% among 340,000; AID 504937, 2011; note: potency is the fitted concentration of half-maximal effect
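Fluorescence read-out (Ex 386 nm, Em 447 nm) after stopping the reaction at pH 10. Enzyme: ASM from human placenta; substrate HMU-PC0, 9 uM final; 60 min, 37 °C. Compound preincubation 10 min, ambient temperature.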
a7 integrin act: qHTS for Activators of Integrin-Mediated Alleviation for Muscular Dystrophy | alpha7betagal myoblasts, beta-gal FDG fluorescence, 48 h | Potency, µM (highest dose often 38.3 µM), inactives show at the highest dose activation, usual class: activators | hit rate 0.064% among 350,000 | AID 624291, 2012;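 note: potency is the fitted concentration of half-maximal effect; 100% = response of the positive control SU9516; nearly all actives have a fitted effect of over 60% in size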
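alpha7betagal+/- myoblasts (passage 13, 250/well) treated 48 h at 37C with compounds at 1:260 dilution of DMSO stock. Lysed, then beta-galactosidase activity read as FDG fluorescence (ex 480/em 540) after 30 min, with pre-read for autofluorescence.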
KCNH2 3.1 inh: qHTS for Inhibitors of KCHN2 3.1: Mutant qHTS | Potassium voltage-gated channel subfamily H member 2, brain isoform KCNH2 3.1 (human) | U2OS KCNH2 3.1, thallium flux FluxOr; hits give low values | activity change, % (tested at about 1.8 µM) | hit rate 0.95% among 340,000 | AID 720553, 2013;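 active = maximum activity change below -70%; inconclusive = maximum activity change from -70% to -50%; inactive = maximum activity change above -50%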;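 note: thallium influx rate constant from kinetic fluorescence after stimulation buffer; % is set by controls: 0 for no effect and ±100 for the full control effect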
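FluxOr-based Tl+ influx in U2OS cells transduced with KCNH2 3.1 virus; rate constants normalized to DMSO controls.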
A-T KAP1 phos: qHTS Assay for Identifying a Potential Treatment of Ataxia-Telangiectasia. […] A-T fibroblasts, KAP-1 phosphorylation AlphaLISA; neocarzinostatin DNA damage 30 min before lysis. AID 485349, 2010. Potency, µM (series often up to 57.5 µM), for the others: top-dose activation, hits mostly activators. hit rate 0.19% among 320,000; note: potency is the fitted concentration of half-maximal effect; % of control where 0% means no effect; nearly all actives have a fitted effect of over 45% in size
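hTERT-immortalized A-T patient fibroblasts ([…]), 500 cells/well in OPTI-MEM, 1% FBS, got compounds for 60 min, then NCS for 30 min at 37C. Lysates were then assayed for phospho-KAP-1 by AlphaLISA (anti-pKAP1 donor, anti-KAP1 acceptor beads), 6 hr at 25C.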
MLL CXXC-DNA inh: qHTS Fluorescence Polarization Assay for Inhibitors of MLL CXXC domain - DNA interaction. Histone-lysine N-methyltransferase 2A (Homo sapiens), Q03164. MLL-CXXC / FITC-HOXA9 DNA fluorescence polarization. Potency, µM (top dose mostly 115 µM), for the others: at the top dose activity change, negative = inhibition, actives largely listed as inhibitors. hit rate 0.037% among 290,000. AID 2662, 2010; active = well fitted inhibition curve with a large enough effect in the polarisation, with a control signal flat, not every such curve was filed as active; inconclusive = small, poorly fitted or top-dose-only effect, or effect the other way, or a change in a side signal; inactive = no such curve, though single readings can be large or run the other way; the % refers to the polarisation; note: potency is the fitted concentration of half-maximal effect
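Fluorescence polarization: 7 uM MLL-CXXC (stock) preincubated 5 min with compounds, then 50 nM fluorescein-HOX-A9 DNA (stock) added; 30 min ambient. Buffer 50 mM Tris-HCl pH 7.5, 50 mM NaCl, 1 mM DTT, 0.05% BSA.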
The depositor's hits bear a star; ? = inconclusive; · = no result given; [ ] = another dose, or the depositor's remark. Unless noted, calls come from the whole dose curve; as a rule, active = well fitted curve in the direction sought with a large enough effect; inconclusive = small, poorly fitted or top-dose-only effect, or another doubt; inactive = no such curve, though single readings can be large; an effect the other way counts as inactive or inconclusive.

SMILES	KCNH2 WT inh	MBNL1 CUG block	Coupling enz	TRPV1 ag	GALK inhibitor	S-ASM inh	a7 integrin act	KCNH2 3.1 inh	A-T KAP1 phos	MLL CXXC-DNA inh
S=C(c1ccc(-c2ccc(Cl)c(Cl)c2)o1)N1CCOCC1	2.6	16.2%	-2.1	-4.0	-2.4%	-10.7%	-3.4%	-10.4	-13.9%	-4.0%
CCc1cccc(NC(=O)[C@@H]2CCCN2C2=NS(=O)(=O)c3ccccc32)c1	20.7	·	·	12.8	·	0.4%	-35.5%	-8.7	-5.0%	·
COc1ccccc1CNC(=O)CN(C)CC(=O)Nc1ccc(F)c(F)c1F	-6.4	·	·	·	·	2.6%	-12.1%	-6.8	8.0%	·
Cc1ccccc1N1CCN(C(=O)c2ccccc2NC(=O)c2ccccc2C(=O)O)CC1	-5.5	-12.8%	2.6	20.3	-2.4%	1.9%	1.7%	-8.0	2.8%	-2.0%
O=C(NCC(=O)N1CCOCC1)OCc1ccccc1	-7.7	-7.6%	-0.1	2.0	6.2%	1.8%	3.0%	-6.1	-1.8%	-5.9%
CCN(CCn1cccn1)Cc1nc(-c2ccc(C(=O)OC)cc2)no1	-2.5	0.5%	-2.3	-2.7	0.6%	-1.2%	-17.6%	-19.4	-6.5%	1.0%
CN(C)CCCCOc1ccccc1F	-6.5	0.5%	0.0	-0.2	1.6%	-0.8%	9.0%	-2.7	3.6%	23.2%
C=CCn1c(=O)c2ccccc2n2c(SCC(=O)Nc3sc(C(=O)N(CC)CC)c(C)c3C(=O)OCC)nnc12	3.5	-1.7%	-0.3	2.3	·	-4.3%	0.0%	-30.5	0.0%	2.9%
COc1ccc(OCC(=O)N(C)CC2COc3ccccc3O2)cc1 (stereo not drawn)	-0.4	·	·	·	·	-0.5%	11.5%	-4.0	15.8%	·
N#Cc1ccc(C(=O)CSc2nnc(-c3ccc(C(F)(F)F)cn3)s2)cc1	-21.8	15.3%	3.0	2.1	0.1%	1.9%	-7.6%	-37.1	-4.9%	1.7%
CCCS(=O)(=O)c1ccc(COC(=O)c2cccc(NC(=O)C(C)C)c2)cc1	-0.5	-6.1%	-2.4	2.2	-0.5%	-1.7%	-18.2%	-10.0	-1.0%	-2.9%
O=C(Cc1ccccc1F)OCC(=O)N1CCc2ccccc21	-3.5	3.2%	1.4	15.1	-0.6%	0.8%	8.4%	-8.8	-2.3%	-6.4%
Cc1cc(C)c(S(=O)(=O)N(C)CC(N)=O)c(C)c1	-9.0	0.7%	0.9	0.3	0.0%	3.3%	-12.9%	-6.6	3.6%	4.2%
CC(=O)Oc1ccc(/C=C(\NC(=O)c2ccco2)C(=O)Nc2ccc(C(C)=O)cc2)cc1	-1.0	?	-1.8	0.5	1.1%	2.1%	7.0%	-27.5	-5.9%	6.0%
Cn1c(SCC(=O)N2CCc3ccccc32)nc2cccnc21	2.5	-3.9%	1.6	3.1	3.6%	0.2%	-9.8%	-0.8	3.9%	0.9%
COc1ccc(-c2cnn3c(N)c(S(=O)(=O)C(C)(C)C)cnc23)cc1	-5.7	-8.0%	-10.9	-1.1	3.3%	-6.0%	2.5%	-6.9	15.8%	-3.0%
Cc1ccc(NC(=O)c2cccc(NC(=O)/C=C/c3ccco3)c2)cc1C	-23.4	17.0%	-1.2	6.0	-1.4%	-17.7%	0.0%	-13.5	-6.4%	21.7%
O=C(COC(=O)c1cccnc1Cl)NCc1cccs1	2.4	-8.3%	0.6	3.2	0.3%	5.9%	18.3%	-3.6	15.3%	-0.6%
Cc1ccc(C)c(OCc2cc(C(=O)N3CCc4sccc4C3)no2)c1	-7.8	-2.0%	·	?	-1.7%	-0.6%	3.4%	-1.9	4.6%	13.5%
Cc1ccc(-n2c(Cc3cccn3C)nnc2SCC(=O)Nc2nnc(C)s2)cc1	6.0	0.3%	2.1	-0.9	-0.2%	-1.3%	13.2%[7.66 µM]	-18.0	4.3%	-14.3%
CC(=O)c1c(N(C)C)ccnc1C(F)(F)F	-0.1	-4.5%	3.2	1.2	2.9%	-0.7%	6.1%	-10.5	1.4%	-4.0%
Cc1ccc(Sc2c(C)nn(C(=O)C3CC3)c2C)cc1	-4.5	-7.7%	-2.4	-2.6	-0.1%	3.4%	-9.3%	16.4	18.6%	-7.5%
Cc1cc(C)nc(Sc2nc(Nc3ccccc3)nc(Sc3nc(C)cc(C)n3)n2)n1	-1.3	-16.6%	3.9	-5.9	-0.4%	2.1%	-57.9%[inhibitor]	2.0	2.1%	-0.2%
Cc1occc1C(=O)N=Nc1c(O)[nH]c2ccc(Br)cc12	·	22.3%	1.0	1.7	0.5%	·	·	·	-1.7%	4.7%
COc1ccccc1-c1cc(C(=O)Nc2c(C)n(C)n(-c3ccccc3)c2=O)no1	-11.0	-1.2%	5.1	-0.1	-1.2%	-0.5%	-4.8%	-4.1	-5.3%	0.0%
CC(C)(CC(=O)N1CCN(c2ccc(Cl)cc2)CC1)CC1=NS(=O)(=O)c2ccccc2N1	-10.4	-3.9%	-2.7	1.8	-2.3%	?	-23.8%	-36.4	-1.4%	0.6%
COc1ccc(NC(=O)CN(C)C(=O)c2ccc3[nH]c4c(c3c2)CC(C)CC4)cc1 (stereo not drawn)	-4.9	·	·	-3.5	·	-10.0%	44.0%	1.2	-2.0%	·
COc1ccc(NS(=O)(=O)c2ccc(F)c(Cl)c2)cn1	6.1	13.0%	-6.1	15.6	-0.6%	2.3%	?	-7.0	3.7%	4.5%
O=C(O)CSc1cn(Cc2ccccc2)c2ccccc12	-0.6	-7.0%	11.6	7.7	0.8%	4.5%	-12.5%	23.2	7.6%	20.8%
Cc1ccc(C(=O)NCC(=O)OC(C)C(=O)Nc2ccccc2[N+](=O)[O-])s1 (stereo not drawn)	-11.8	·	·	·	·	1.9%	2.4%	-1.9	8.2%	·
COc1ccc(CNc2nc3ccccc3s2)cc1OC	-10.5	8.2%	-0.3	-3.4	·	2.0%	24.4%	-23.0	0.2%	-2.2%
O=c1[nH]c2ccsc2c(=O)n1CCO	3.9	1.9%	3.9	-5.5	-0.9%	-1.4%	-3.8%	-10.0	24.1%	-4.9%
CCOC(=O)Cn1nnc(-c2ccccc2)n1	6.9	-4.1%	1.1	3.4	0.2%	3.7%	0.0%	-19.0	2.9%	-0.7%
CCOC(=O)c1cccc(NC(=O)Nc2cc(OC)ccc2OC)c1	-2.6	-1.3%	2.4	1.2	-0.1%	-8.5%	-4.3%	-6.9	2.8%	1.0%
CCCCNC(=O)CSc1ccc(S(=O)(=O)N2CCOCC2)cn1	-28.8	·	·	-1.8	·	5.6%	?	-14.4	-0.8%	·
O=C(N/N=C/c1cccc(Oc2ccccc2)c1)c1ccccc1Br	-18.4	7.6%	-32.0*	24.7	-1.4%	-5.1%	-6.5%	1.9	-0.7%	-4.7%
CNC(=S)N/N=C/c1ccc(N(C)C)cc1	1.7	8.8%	2.0	23.2	0.8%	327.2%[activator]	5.6%	-5.2	-14.7%	-5.3%
O=S(=O)(Cc1nnnn1-c1ccccc1)c1ccc(F)cc1	-10.7	4.0%	·	0.9	-1.8%	0.3%	-2.2%	4.4	-0.9%	6.8%
O=C(NCc1cccc(C(F)(F)F)c1)C1CCC(=O)N(C2CCCCCC2)C1 (stereo not drawn)	-1.0	-0.5%	-1.7	12.4	-2.2%	3.9%	-30.2%	0.1	8.2%	2.9%
Cc1ccc(S(=O)(=O)N(C)c2ccc(C(=O)N(CC(C)C)C3CCS(=O)(=O)C3)cc2)cc1 (stereo not drawn)	10.7	·	·	0.0	·	2.7%	-31.9%	1.5	9.9%	·
Cc1ccc(CN(Cc2ccc(C)o2)C(=S)NCC(=O)O)cc1	-7.4	-9.5%	14.7	-1.3	0.6%	3.9%	-4.7%	0.4	0.1%	2.5%
CCn1nc(C)c(NC(=O)/C=C/c2cnn(C)c2C)c1C	-4.4	-4.1%	1.0	1.1	-0.7%	2.0%	-4.8%	-6.1	1.0%	-2.8%
COc1cccc(NC(=O)[C@H](C)NC(=O)N2CCn3c2nc2ccccc23)c1	4.5	-0.3%	·	-2.2	0.0%	-4.4%	-34.8%	-5.3	12.8%	1.9%

Assay outcomes from PubChem.
